ST2 inh: blocks human ST2 binding to IL-33 | Q01638 | inhibition, % for hits at 17 µM | AlphaLISA ST2-Fc/biotin-IL-33 interaction, 1 h | 78,000 compounds, 2.3% hits | AID 1259354; in the data active means inhibition above about 30%; inconclusive means mostly about 10% to 28%
Target sequence (Q01638 whole entry, looked up): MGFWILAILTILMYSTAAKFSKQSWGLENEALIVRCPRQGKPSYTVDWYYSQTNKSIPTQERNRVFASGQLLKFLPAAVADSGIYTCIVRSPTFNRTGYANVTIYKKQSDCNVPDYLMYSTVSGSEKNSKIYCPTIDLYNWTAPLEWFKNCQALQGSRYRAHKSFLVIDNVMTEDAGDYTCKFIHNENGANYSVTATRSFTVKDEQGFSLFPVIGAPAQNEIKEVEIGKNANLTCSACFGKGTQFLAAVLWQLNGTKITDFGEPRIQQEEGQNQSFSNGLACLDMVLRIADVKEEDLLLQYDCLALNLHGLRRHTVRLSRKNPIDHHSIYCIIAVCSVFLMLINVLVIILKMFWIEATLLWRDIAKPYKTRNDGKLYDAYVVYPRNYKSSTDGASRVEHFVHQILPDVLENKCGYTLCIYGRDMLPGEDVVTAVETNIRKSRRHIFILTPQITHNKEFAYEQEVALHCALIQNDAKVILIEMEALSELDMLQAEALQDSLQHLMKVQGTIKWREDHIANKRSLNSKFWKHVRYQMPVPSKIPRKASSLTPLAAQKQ
Numbers without * were called inactive; i = inactive; u = inconclusive. This is a subset; the hit share may differ from the screen's.

Molecule	ST2 inh
COc1cc2c(C(=O)NCCN3CCOCC3)cn(CC(C)C)c(=O)c2cc1OC	i
O=C(NC1CCCCCC1)C1(S(=O)(=O)c2ccc(Cl)cc2)CC1	i
Cc1nc(CC(=O)N(C)Cc2nnc(-c3ccccc3)o2)cs1	i
COc1ccc(S(=O)(=O)N2C[C@@H]3C[C@H](C2)c2ccc(NS(=O)(=O)c4cccc(F)c4)c(=O)n2C3)cc1	u
CC(C)CCNC(=O)[C@H](CSCc1ccccc1)N1Cc2ccccc2C1=O	i
COc1ccc(NC(=O)CN(c2cc(Cl)ccc2OC)S(C)(=O)=O)cc1OC	i
NS(=O)(=O)c1ccc(C(=O)O)cc1	i
Cc1ccc(Nc2cc(C)nc(N3CCN(S(=O)(=O)c4c(C)cc(C)cc4C)CC3)n2)cc1	i
O=c1[nH]c(SCc2nc3ccccc3[nH]2)nc2ccccc12	i
CC1CCCC(NC(=O)C2CCN(S(=O)(=O)N3CCCCC3)CC2)C1C (stereo not given)	i
COc1cccc(COC2CN(CC(C)C)C(=O)CN(C(=O)c3cnsn3)C2)c1 (stereo not given)	u
O=C(NCc1cnn2ccccc12)c1ccnc(-n2cnnc2)c1	i
CC(CNC(=O)c1cn(C2CCCCCC2)nn1)Oc1cccnc1 (stereo not given)	i
O=C(Nc1ccc(I)cc1)c1ccccc1	i
COc1cc2c(=O)n(Cc3ccc(C(=O)NC4CCCC4)cc3)c(=O)n(CC(N)=O)c2cc1OC	i
CCC(Sc1nc2c(c(=O)n1-c1ccc(Cl)cc1)SCC2)C(=O)OC (stereo not given)	i
CCOC(=O)N1CCC(NCCSc2ncn[nH]2)CC1	i
CC1CCN(Cc2c(O)ccc3c(=O)c(-c4ccc(Cl)cc4)coc23)CC1	i
CCOc1ccc2nc(Cl)c(C3CC(c4ccccc4)=NN3S(C)(=O)=O)cc2c1 (stereo not given)	u
CCCc1nnc([C@H]2CCN(C(=O)COC)C2)o1	u
O=C(Nc1ccc(F)cc1)c1ccccc1Br	i
Cc1cccc(-n2ncc3c(NCc4cccs4)ncnc32)c1	i
O=C1CC(c2cc(Br)ccc2F)c2ccc3ccccc3c2N1 (stereo not given)	i
O=C(O)CCC(=O)N[C@H]1CCN2C(=O)c3cc(-c4ccccc4)ccc3NC(=O)[C@H]12	i
COC(=O)c1sc2ccccc2c1NC(=O)c1ccc(Cl)s1	i
NNC(=O)c1nc(-c2ccccc2)cc(-c2ccccc2)n1	i
CC(C)CN1CCCN(c2nccc(-c3cnn(-c4ccccc4)c3)n2)CC1	u
CCc1nnc(NC(=O)CSc2nc3c(c(=O)n2-c2ccc(C)cc2)SCC3)s1	i
COc1ccc(CNC(=O)C[C@@H]2CCNC[C@@H]2Cc2cc(-c3ccc(C(C)(C)C)cc3)on2)cc1OC	i
Cc1csc(SCC(=O)N2CCC(CCC(=O)Nc3ccccc3)CC2)n1	u

Four compounds drawn at random from the list so far, as already listed:
Molecule	ST2 inh
CC(C)CCNC(=O)[C@H](CSCc1ccccc1)N1Cc2ccccc2C1=O	i
O=C(Nc1ccc(I)cc1)c1ccccc1	i
COc1cccc(COC2CN(CC(C)C)C(=O)CN(C(=O)c3cnsn3)C2)c1 (stereo not given)	u
CC1CCCC(NC(=O)C2CCN(S(=O)(=O)N3CCCCC3)CC2)C1C (stereo not given)	i

Other records:
Molecule	ST2 inh
COc1ccccc1NC(=O)C1=C(C)NC(SCC(N)=O)=C(C#N)C1c1ccco1 (stereo not given)	i
COc1ccccc1N1CCN(CCN(C(=O)C2CCCCC2)c2ccccn2)CC1	u
CCCn1c(=O)c2[nH]c(-c3ccc(OCC(=O)NCCN)cc3)nc2n(CCC)c1=O	u
O=C(O)CCCNC(=O)c1cn(-c2ccccc2F)c(=O)c2ccccc12	i
CC(C)OC(=O)c1ccc2cc(C(=O)OC(C)C)ccc2c1	i
O=[N+]([O-])c1ccc(N2CCOCC2)cc1NCCCO	i
Cc1ccc(-c2nc3ccccc3s2)cc1NC(=O)c1ccc2c(c1)OCCO2	u
O=C(NCCCN1CCOCC1)c1cc(-c2ccc(Cl)c(Cl)c2)on1	i
Cc1ccc(CN2CCN(CCO)CC2)o1	i
O=[N+]([O-])c1cccc(CN2CCc3ccccc3C2)c1	u
CCOc1ccccc1NC(=O)c1c(NC(=O)CNCc2ccco2)sc2c1CCC2	i
CCc1ccc(S(=O)(=O)N2CCN(c3cc(-c4cccc(OC)c4)ncn3)CC2)cc1	i
COc1ccc(OC)c(S(=O)(=O)N2CCN(c3nc(C)cc(N4CCCCC4)n3)CC2)c1	i
COc1ccc(C(=O)N2CCC(C(=O)Nc3ccc(Cl)cc3Cl)CC2)cc1	i
CC1=NN(C(=O)c2ccc(Br)cc2)C(O)(c2ccccc2)C1 (stereo not given)	i
Cc1cc2c(cc1C)NC(c1ccccc1Cl)C1=C(CC(C)(C)CC1=O)N2 (stereo not given)	i
CCOc1ccc(C(=O)Nc2ccc(OC)cc2OC)cc1[N+](=O)[O-]	i
CCC(=O)Nc1ccc(OCC(=O)NCc2cn3c(n2)SCC3)cc1	u
CCOC(=O)C1(Cc2ccccc2C)CCCN(C(=O)c2cc(-c3cccn3C)n[nH]2)C1 (stereo not given)	u
O=C(Nc1ccccc1F)c1c(F)c(F)c(F)c(F)c1F	i
Cc1cccc(-n2cc(CN3C[C@H]4C[C@H](O)[C@H](O)C[C@H]4C3)cn2)c1	i
COC(=O)c1ccccc1N1C(=O)C2C3CCC(C3)C2C1=O (stereo not given)	u
Cc1cc2nc(CNC(=O)[C@H](N)CC(C)C)[nH]c2cc1C	i
CNC(C)(C)C(=O)NCC1CCN(Cc2cc3ccccc3o2)C1 (stereo not given)	u
CC(C)(C)S(=O)(=O)c1sc(C=O)cc1C=O	i
CCN1C(C(=O)c2ccccc2)=C(Nc2ccccc2C)c2ccccc2S1(=O)=O	31%*
CCc1nc(C)c(C(=O)Nc2cc(C(=O)N(CC)CC)ccc2Cl)o1	u
CC(C)Cn1c(Br)nc2c1c(=O)[nH]c(=O)n2C	i
CSc1ccc2cc(CN(C)Cc3ccncc3C)c(=O)[nH]c2c1	i
Cc1ccc(S(=O)(=O)N[C@H]2CO[C@H]3[C@@H]2OC[C@@H]3n2nnnc2Oc2ccc(-n3ccnc3)cc2)cc1	i
CC(C)C(NS(=O)(=O)c1ccc2c(c1)oc(=O)n2C)C(=O)N1CCN(C2CCCCC2)CC1 (stereo not given)	i
COc1ccc(S(=O)(=O)NCCOC23CC4CC(CC(C4)C2)C3)cc1	i
COc1ccc(NC(=O)Cn2cnc3c2c(=O)n(C)c(=O)n3C)c(OC)c1	u
COc1ccccc1CN1C(=O)C2CCCCC2C1=O (stereo not given)	u
CC1CCN(C(=O)CN(c2ccc(Cl)c(C(F)(F)F)c2)S(=O)(=O)c2ccccc2)CC1	i
CCSc1nnc(NC(=O)CN(C)Cc2cnn(C)c2C)s1	u
Nn1c(SCC(=O)NC23CC4CC(CC(C4)C2)C3)nnc1-c1ccc(Cl)cc1Cl	i
CCOc1cccc(OCCCNC(C)C)c1	i
CCc1ccc(N2C(=O)C3N=NN(CC(=O)Nc4ccc5c(c4)OCCO5)C3C2=O)cc1 (stereo not given)	i
O=[N+]([O-])c1ccc2nc(CSc3nnc4sc5ccccc5n34)[nH]c2c1	u
N[C@@H]1c2ccccc2C2(CCN(C(=O)CCn3cc(Cl)cn3)CC2)[C@H]1O	u
CCCCOc1ccc(CC(=O)O)cc1	i
O=C1Nc2ccccc2N(O)N1c1cc(Cl)cc(Cl)c1	i
CCOC(=O)N1CCC(N2CCCC(C(=O)Nc3cccc(-n4cccn4)c3)C2)CC1 (stereo not given)	u
O=C(C[C@@H]1CCNC[C@@H]1Cc1cc(CSc2ccccc2)on1)NCc1cccnc1	i
CN(CCn1ccc2ccccc21)C(=O)C1CCOCC1	u
O=C(Nc1ccc(Cl)cc1Cl)c1cnc2n(c1=O)CCS2	i
CCn1ccnc1CN1CCC(CCC(=O)Nc2ccc(OC)cc2OC)CC1	i
O=C(CCSc1ccc2c(c1)OCCO2)N1CCCn2cncc2C1	u
CCCc1ccc(OCC(=O)Nc2sc3c(c2C(N)=O)CCC3)cc1	i
COc1ccc(C(=O)N2CCCc3ccccc32)cc1	i
CCNC(=O)N[C@@H]1C=C[C@@H](c2c(C)nn(-c3ccc(C(C)C)cc3)c2C)C1	i
Cc1nc(N2CCCC(N)CC2)c2ccsc2n1 (stereo not given)	i
O=C(Nc1cccc2ncccc12)c1ccc(-c2nnc(-c3ccccc3)o2)cc1	u
O=C(C1c2ccccc2C(=O)N2CCc3ccccc3C12)N1CCCC1 (stereo not given)	i
CC(C)CN1CC(OCc2cccc(F)c2)CN(C(=O)CC2NC(=O)c3ccccc32)CC1=O (stereo not given)	i
CN(C)c1ccccc1-c1cc(C(=O)O)cc(S(=O)(=O)NC2CC2)c1	u
O=S1(=O)N=C(c2ccc(Br)cc2)Nc2ccccc21	i
Cc1c(CCCN)c2ccccc2n1-c1ccccc1	34%*
CC(C)C(NS(=O)(=O)c1cccs1)C(=O)Nc1nc(C(C)(C)C)cs1 (stereo not given)	i

Next part; it opens with the 2 that closed the last part.
Molecule	ST2 inh
Cc1c(CCCN)c2ccccc2n1-c1ccccc1	34%*
CC(C)C(NS(=O)(=O)c1cccs1)C(=O)Nc1nc(C(C)(C)C)cs1 (stereo not given)	i
CCOC(=O)CNC(=O)N1CCCC(Nc2cccc(F)c2)C1 (stereo not given)	u
COc1ccccc1C(=O)Nc1sc2c(c1C(N)=O)CCCC2	i
CC(=O)N[C@@H]1C=C(C(=O)N[C@H](CC(C)C)C(N)=O)C[C@@H](O)[C@@H]1O	i
CCOc1ccc(S(=O)(=O)N2CCCCC2)cc1-c1nc2c(C(C)(C)C)nn(C)c2c(=O)[nH]1	i
CCCCN(CC)C(=O)c1ccc(Br)cc1	i
O=C(NC12CC3CC(CC(C3)C1)C2)c1ccccc1	i
Cc1nnc(Sc2cc(C(=O)NCCCN(C)c3ccccc3)c3ccccc3n2)s1	u
O=C(NCc1n[nH]c2c1CCCCC2)c1cnn2c1CCCC2	u
Cc1nc2c3c(-c4ccc(C(C)C)cc4)nc(N4CCOCC4)nc3nn2c(C)c1CCC(=O)O	i
O=C(O)c1cc(-c2cc(C(=O)O)c3ccccc3n2)nc2ccccc12	i
CC(C)c1cc(C(=O)O)c2cc(Br)ccc2n1	i
O=C(C1CC1)N1CCc2cc(Br)cc(S(=O)(=O)NCCCN3CCCCC3)c21	u
COc1cc(C(=O)NCCc2ccc(F)cc2)c([N+](=O)[O-])cc1OC	u
Cc1ccc(S(=O)(=O)NC2CC(=O)N(Cc3cccc(F)c3)C2)c(C)c1 (stereo not given)	i
COc1ccccc1N1CCN(Cc2ccc(OC)c(C)c2OC)CC1	u
CCC(=O)N1c2ccccc2-c2nnc(SC)nc2OC1c1ccc(OC)c(OC)c1OC (stereo not given)	u
CCOc1cc(/C=C2\NC(=O)N(Cc3ccc(Cl)cc3)C2=O)cc(Cl)c1OCC(=O)O	i
Cn1c(CCCNC(=O)c2cccs2)nc2ccccc21	i
Cc1nn(C)cc1CN1CCOc2ccc(C3=Cc4ccccc4C3)cc2C1	u
CN(C)c1ccc(CNc2ccc3c(c2)ncn3-c2ccccc2)cc1	u
O=C(O)c1ccccc1N1C(=O)C2C3CC(C(Br)C3Br)C2C1=O (stereo not given)	i
Cc1cccc(CN2CCCC3(CCN(Cc4cccc(OCCO)c4)C3)C2)c1 (stereo not given)	u
COc1ccccc1C(=O)Nc1nccs1	i
CCC(Sc1nc2c(cc1C#N)CCCCC2)C(=O)Nc1cc(C)on1 (stereo not given)	30%*
CN(Cc1cc(-c2ccccc2)n[nH]1)c1nccc(N2CCC(O)CC2)n1	u
CC(C)CC1N=C2c3ccccc3N=C(SCc3cc(=O)n4ccccc4n3)N2C1=O (stereo not given)	i
Cc1ccc(C)c(OCC(=O)Nc2cc([N+](=O)[O-])ccc2C)c1	i
CCc1nc(C)cc(N2CCCC(C(=O)c3ccccc3OC)C2)n1 (stereo not given)	i
CC(C)CSCc1ccc2oc(C(=O)O)cc2c1	i
COc1ccc(CNC(=O)C2CCCN2C(=O)c2ccc(-c3noc(C)n3)cc2)cc1 (stereo not given)	u

In another format: results already given.
> CCOc1ccc(S(=O)(=O)N2CCCCC2)cc1-c1nc2c(C(C)(C)C)nn(C)c2c(=O)[nH]1
  ST2 inh: i

> CCCCN(CC)C(=O)c1ccc(Br)cc1
  ST2 inh: i

> O=C(NC12CC3CC(CC(C3)C1)C2)c1ccccc1
  ST2 inh: i

Next compounds follow.
Molecule	ST2 inh
Cc1ccc2nc(NCc3cccnc3)c(C=NCc3cccnc3)c(=O)n2c1	i
Cc1ccc(C)c(N2CCN(C(=O)c3ccc4nc5ccc(Cl)cc5c(=O)n4c3)CC2)c1	i
O=C(O)C1C2C=CC(C2)C1C(=O)NCc1ccco1 (stereo not given)	i
N#CC1=C2SCN(Cc3ccccc3)CN2C(=O)CC1c1ccccc1F (stereo not given)	i
COc1ccc(CN2C(=O)N(c3cccc(C(F)(F)F)c3)C(=O)[C@@H]3[C@H]2CCN3C(=O)C(C)(C)C)cc1	i
Cc1c(N=Cc2ccccn2)c(=O)n(-c2ccccc2)n1C	i
CCCCNC(=O)CCC1N=C2c3ccccc3N=C(SCC#N)N2C1=O (stereo not given)	u
CCn1c(C2CCCN(C/C=C/c3ccc(F)cc3)C2)n[nH]c1=O (stereo not given)	i
O=C(Nc1ccc(F)cc1)c1cnc(N2CCN(c3ccccn3)CC2)c2ccccc12	u
COc1ccc(-n2c(Cn3cccn3)n[nH]c2=O)cc1	u
